SW480 rerep: induces DNA re-replication in SW480 colon adenocarcinoma cells | SW480 DNA re-replication, Hoechst DNA content imaging, 48 h | Potency, µM (series often up to 46.1 µM), for the others: at the top dose re-replication activation, most hits filed as activators | 340,000 tested, 1.8% active; also: potency is read from the fitted curve at half-maximal effect; % of control where 0% means no effect; nearly all actives have a fitted effect of over 55% in size
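Image-based read-out: total Hoechst fluorescence of nuclei (405 nm excitation, 500-530 nm emission), with hits raising the fraction of high-intensity nuclei. SW480 colon cells incubated 48 hr with compounds at 37 C.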
HepG2 viability: counter-screen for TGF-b inhibitors: cytotoxicity in HepG2 cells. HepG2 CAGA-GFP viability, ATP luminescence, 18 h. Potency, µM (series often up to 46.1 µM), without a hit: top-dose activity change, negative = cytotoxicity, actives largely listed as cytotoxic. 410,000 tested, 0.76% active; also: potency is read from the fitted curve at half-maximal effect; some results filed as inactive show a strong effect at the top dose
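HepG2 CAGA-GFP cells (1000/well, DMEM with 1% FBS) received compound, then TGF-beta at 500 pg/mL final, and were incubated 18 hours at 37 degrees C. Viability was read by CellTiter-Glo luminescence. Media-only wells were set as complete cell-killing and DMSO as no toxicity.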
KB-3-1 cytotox: KB-3-1 parental cell cytotoxicity | KB-3-1 viability, CellTiter-Glo ATP luminescence, 72 h | Potency, µM (doses to about 46.1 µM), for the others: at the top dose activity change, negative = cytotoxic, usual class: cytotoxic | 400,000 tested, 1.4% active; also: potency is read from the fitted curve at half-maximal effect; % is scaled to controls: 0 for no effect and ±100 for the full control effect; nearly all actives have a fitted effect of over 60% in size
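Multi-concentration cytotoxicity screen in KB-3-1 cells grown in DMEM lacking phenol red with 10% FBS. After 72 h at 37 °C with compound, ATP-dependent luminescence was recorded.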
ATXN viability: reduces viability in counter-screen for ATXN expression inhibitors; S2 cells (HEK-293 line with an ATXN2-luciferase reporter) viability, CellTiter-Fluor protease fluorescence, 24 h; Potency, µM (highest dose often 56.7 µM), hits mostly cytotoxic; 400,000 tested, 0.49% active; AID 651635; also: potency is read from the fitted curve at half-maximal effect; nearly all actives have a fitted effect of over 40% in size
ATXN2 expr inh: ATXN2 expression inhibition | Potency, µM (top dose mostly 57 µM), for the others: top-dose activity change, negative = inhibition, usual class: inhibitors | AID 1745845 | 360,000 tested, 0.72% active | HEK-293 ATXN2-luciferase reporter, luminescence, 24 h; also: potency is read from the fitted curve at half-maximal effect; % is scaled to controls: 0 for no effect and ±100 for the full control effect; nearly all actives have a fitted effect of over 55% in size
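ATXN2-luciferase reporter cells (luciferase flanked by upstream and downstream ATXN2 gene portions) were treated 24 h at 37 °C with compounds at up to 57 uM. SteadyGlo luminescence gave expression; GF-AFC fluorescence gave viability.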
MCF10A rerep: inducers of DNA re-replication in MCF 10A breast cells; Potency, µM (doses to about 46.1 µM), for inactives: at the highest dose activity, positive = re-replication, actives largely listed as activators; 350,000 tested, 2.9% active; MCF 10A DNA re-replication, Hoechst nuclear intensity, 48 h; also: potency is read from the fitted curve at half-maximal effect; % of control where 0% means no effect; nearly all actives have a fitted effect of over 50% in size
HT1080 IDH1KD tx: HT-1080 IDH1 knockdown cell toxicity (counter line). 360,000 tested, 2% active. Potency, µM (titrated, usually from 46.1 µM), for inactives: at the top dose activity, negative = toxicity, actives largely listed as cytotoxic. HT-1080 IDH1 knockdown viability, ATP luminescence, 48 h. AID 686971;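 also: potency is read from the fitted curve at half-maximal effect; 0% = DMSO wells and -100% = cell-free medium wells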
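Assay cells: HT-1080 with IDH1 knockdown, 750 per well, RPMI/5% FBS. Exposure: 48 h at 37 °C following 2 h pre-incubation. Read: CellTiter-Glo luminescence; fitted concentration-response, curve class assigned.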
HT1080-NT tox: kills 2HG-producing HT-1080-NT fibrosarcoma cells | HT-1080-NT fibrosarcoma viability, CellTiter-Glo ATP luminescence, 48 h | 360,000 tested, 1.6% active | Potency, µM (doses to about 46.1 µM), without a hit: at the top dose activity, negative = less viability, hits mostly cytotoxic;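 also: NT is the 2HG producing partner of a matched IDH1 knockdown line; potency is read from the fitted curve at half-maximal effect; 0% = DMSO-treated cells and -100% = media-only wells without cells; nearly all actives have a fitted effect of over 55% in size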
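Fibrosarcoma NT cells, 750 per well in 5% FBS RPMI, were exposed to compound for 48 hours. Viability: CellTiter-Glo luminescence.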
IL1B secr inh: inflammasome signaling inhibition, IL-1 beta readout; THP-1 LPS/ATP IL-1B secretion, AlphaLISA, 16 h; hits give low values; activity change, % at 57.5 µM; 360,000 tested, 4.7% active; AID 743279; in the data active = activity change below about -50%; inconclusive = mostly about -30% to -49%; also: % is scaled to controls: 0 for no effect and ±100 for the full control effect
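Secreted IL-1B measured by AlphaLISA bead assay after 16 h compound exposure of THP-1 cells; compounds (final up to 57.5 uM) added 1 h before LPS (250 ng/mL) and ATP (1.25 mM) stimulation; lower signal means less secretion.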
Active calls of the source: *; i = inactive; ? = inconclusive; . = not tested or not shown; & = joins results of further samples; [ ] = remark or other dose. Unless noted, calls follow the shape of the dose curve; as a rule, active = well fitted curve in the direction sought with a large enough effect; inconclusive = small, poorly fitted or top-dose-only effect, or another doubt; inactive = no such curve, though single readings can be large; an effect the other way counts as inactive or inconclusive.

structure,SW480 rerep,HepG2 viability,KB-3-1 cytotox,ATXN viability,ATXN2 expr inh,MCF10A rerep,HT1080 IDH1KD tx,HT1080-NT tox,IL1B secr inh
CCOC(=O)C1(C)CCCCCN1C(=O)c1ccc(N(C)C)cc1 (stereo not given),.,3.4%,0.0%,i,-10.8%,.,12.7%,21.0%,2.2
CC(C)c1ccccc1-n1c(-c2cccnc2)n[nH]c1=S,-3.6%,-28.2%,-16.2%,i,10.9%,-1.4%,-7.3%,0.0%,26.4
CC(c1ccco1)N(C(=O)c1cccs1)c1ccccn1 (stereo not given),-2.0%,0.8%,10.0%,i,0.0%,1.6%,6.7%,-1.0%,-8.4
O=C1CC(N(C(=O)c2ccco2)c2ccc(F)cc2)C(=O)N1c1ccc(F)cc1 (stereo not given),-10.4%,-1.0%,-2.7%,i,8.3%,7.0%,2.4%,4.2%,-5.2
COc1ccccc1CNC(=O)CN1C(=O)N(C)C2(CCCCC2)C1=O,-12.7%,-30.6%,0.7%,i,.,10.2%,3.5%,2.1%,-16.7
Cc1ccc(F)cc1NC(=O)CCC(=O)c1cccs1,-6.3%,7.2%,-0.9%,i,3.6%,2.9%,18.3%,19.6%,-11.3
CC1CC(C)CN(S(=O)(=O)CCNC(=O)c2ccccc2)C1 (stereo not given),-4.5%,-3.4%,-4.7%,i,4.9%,4.5%,13.2%,12.3%,-1.3
CCc1cccc(C)c1NC(=S)N(CCCN1CCN(C)CC1)Cc1cccs1,2.9%,-15.2%,6.6%,i,-14.1%,-6.3%,-2.6%,1.8%,?
Cc1ccccc1NCC(=O)N/N=C/c1ccc([N+](=O)[O-])cc1,-1.3%,-7.4%,9.6%,i,4.3%,15.6%,-3.4%,2.4%,-11.3
Cc1cc(NS(=O)(=O)c2ccc(NC(=O)COc3ccc(Cl)c(C)c3)cc2)no1,-20.3%,4.0%,?,i,0.4%,-9.5%,-16.6%,0.4%,3.9
CN(CC(=O)Nc1cccc(F)c1)C(=O)CSc1ccccc1,0.8%,-0.9%,34.6%,i,3.8%,6.2%,-9.0%,-10.1%,-1.8
CCc1ccc(CN2CCN(S(=O)(=O)Cc3ccccc3)CC2)cc1,-1.8%,-1.1%,-5.8%,i,-11.9%,26.5%,-19.4%,-17.9%,12.7
Cc1scc(C(=O)N/N=C/c2ccc(Cl)s2)c1C,-397.0%[inhibitor],-53.5%,-16.1%,i,64.3%[activator],5.2%,20.9%,21.3%,-6.0
CCOC(=O)CCN(Cc1cccs1)S(=O)(=O)c1ccc(F)cc1,-4.7%,0.4%,4.0%,i,6.0%,-8.2%,-18.1%,2.1%,6.7
CCOC(=O)c1c(NC(=O)CSc2nccn2C)sc(C(=O)NC)c1C,-516.0%[inhibitor],3.8%,-3.3%,i,0.0%,-1.4%,-8.5%,10.6%,31.8
O=C(COc1ccccc1)Nc1ccc(N2CCN(C(=O)c3cccs3)CC2)cc1,1.7%,-0.5%,-0.1%,i,-5.7%,-14.5%,13.6%,10.7%,18.1
COc1ccc(N2CC(C(=O)Nc3ccccc3-c3nc(-c4ccc(C)cc4)no3)CC2=O)cc1 (stereo not given),.,5.4%,0.4%,i,15.5%,.,.,.,.
Cc1ccccc1N1CCN(Cc2c(C#N)c3ccccc3n2C)CC1,1.2%,-7.3%,19.0%,i,2.9%,11.7%,15.1%,0.1%,10.9
O=C(c1ccccc1)N1CCCCC(Cl)C1=O (stereo not given),-49.0%[inhibitor],-4.5%,0.3%,i,.,-0.6%,-3.4%,1.7%,6.0
CC(C)NS(=O)(=O)c1ccc(OCC(=O)Nc2ccc3c(c2)OCO3)cc1,1.4%,-2.0%,1.1%,i,-7.5%,-2.9%,-5.6%,1.3%,-9.8
O=C(NC(=S)Nc1cc(S(=O)(=O)N2CCOCC2)ccc1N1CCOCC1)c1ccco1,13.9%,-3.9%,16.4%,i,-4.4%,0.2%,1.5%,2.9%,-12.4
Cc1ccc(N=Cc2ccc[nH]2)c(O)c1,17.1%,-12.2%,18.8%,i,22.1%,17.0%,-27.0%,-16.7%,-0.4
COc1ccccc1-c1ncn(Cc2cccc(-c3ccccc3)c2)c1CC(C)C,.,.,?,11.2µM*,11.2µM*,.,?,18.4µM*,-90.6*
O=C(NCC1CCCO1)c1cc2nc(-c3ccco3)cc(C(F)(F)Cl)n2n1 (stereo not given),-1.3%,6.2%,22.9%,i,-3.3%,-9.9%,18.1%,7.2%,7.3
Cc1ccc(NC(=S)N2CCN(C)CC2)c(C)c1,0.1%,1.2%,5.5%,i,-1.9%,9.6%,21.2%,10.3%,-1.8
CCCOc1cccc(C(=O)N/N=C/c2ccoc2)c1,3.2%,-72.8%,15.4%,i,40.2%[activator],-10.6%,0.3%,10.4%,-6.9
O=C(N/N=C/c1ccc(O)c(O)c1)c1cccc(S(=O)(=O)N2CCCC2)c1,16.0%,-5.9%,5.4%,i,-5.1%,1.5%,-16.7%,0.7%,5.9
Cc1cc(C)cc(-n2cnc3cc(C(=O)O)ccc32)c1,-5.6%,-4.3%,0.0%,i,-1.9%,-6.7%,3.6%,2.7%,26.2
COc1ccc(-c2cc(=O)oc3cc(OCC(=O)N4C[C@H]5C[C@@H](C4)c4cccc(=O)n4C5)ccc23)cc1,-10.0%,10.3%,0.0%,i,0.0%,4.6%,6.5%,0.0%,-13.7
Nc1nc(SCc2ccccc2)n[nH]1,-4.2%,-32.3%,-2.2%,i,7.8%,-0.1%,16.7%,17.9%,-13.5

Continuation:
structure,SW480 rerep,HepG2 viability,KB-3-1 cytotox,ATXN viability,ATXN2 expr inh,MCF10A rerep,HT1080 IDH1KD tx,HT1080-NT tox,IL1B secr inh
Cc1oc2cc3oc(=O)c(CCC(=O)NCCC(=O)O)c(C)c3cc2c1C,0.2%,-2.2%,9.8%,i,.,-0.6%,4.3%,0.4%,-11.3
Cn1c(NCc2ccco2)nc2c1c(=O)n(Cc1ccc(Br)cc1)c(=O)n2C,1.4%,-34.6%,1.0%,i,-11.8%,-6.4%,-23.9%,-23.0%,-11.4
CCCCOC(=O)c1ccc(NC(=O)c2cc(Cl)c(Cl)cc2C(=O)O)cc1,-4.9%,-13.7%,2.7%,i,-7.6%,0.8%,?,-24.7%,3.7
CCN(CC)C(=O)Oc1ccc2oc(=O)cc(-c3cc4cccc(OC)c4o3)c2c1,-2.7%,-2.0%,9.1%,i,-5.4%,?,1.7%,15.0%,-64.7*
O=C(N/N=C/c1cccc(O)c1)c1cc2c(ccc3ccccc32)o1,8.0%,-2.2%,-9.7%,i,-5.3%,?,-9.4%,-1.8%,?
CN1CCN(c2ccc(NC(=S)NC(=O)c3cccc4ccccc34)cc2)CC1,?,-59.3%,0.2%,?,.,-12.2%,-7.2%,?,-100.1*
CC(=O)c1cccc(NC(=O)c2csc3c2CCCCC3)c1,-8.6%,0.0%,16.9%,i,25.2%,24.6%,8.9%,8.1%,15.3
C#CCN1c2ccccc2Sc2cccnc21,?,4.7%,?,i,15.4%,-4.5%,?,-2.3%,2.1
O=C(CC1C=CCC1)Nc1ccccc1 (stereo not given),-4.2%,3.0%,17.9%,i,19.0%,-21.3%,-0.6%,4.1%,-17.1
N#Cc1ccccc1NC(=O)CSc1cn[nH]n1,-5.1%,-16.6%,5.1%,i,17.7%,-1.4%,15.2%,23.4%,5.5
O=C(CN1CCSC1=O)N1CCN(S(=O)(=O)c2ccc(Cl)cc2)CC1,1.6%,-2.8%,-2.8%,i,-7.9%,-1.9%,1.2%,4.3%,-1.1
Cc1cccc(NC(=O)COc2coc(CN3CCc4ccccc4C3)cc2=O)c1,1.4%,-34.4%,2.1%,i,-15.3%,11.5%,-3.8%,-4.0%,-3.3
O=C(Nc1ccc(F)cc1)[C@H](CSCc1ccccc1)N1Cc2ccccc2C1=O,.,-9.0%,1.4%,i,-7.0%,.,.,.,.
COc1ccc(-c2cc3nc(C)c(CCC(=O)NCc4ccc(F)cc4)c(C)n3n2)c(OC)c1,-34.7%,-6.1%,14.3%,.,-5.7%,-0.7%,-1.9%,-10.9%,?
CCOC(=O)C(C)Oc1cccc2c(=O)n(CC(=O)Nc3ccc(OC)cc3)ccc12 (stereo not given),.,-40.8%,-0.3%,i,-9.5%,.,-0.3%,-4.2%,-54.6*
Cc1ccc(C(=O)Nc2sc(C)c(C)c2C(=O)c2ccccc2)cc1,-5.0%,-0.7%,-2.3%,i,5.4%,28.6%,10.2%,1.4%,?
CCS(=O)(=O)Nc1ccc(C2=NN(C(=S)Nc3ccccc3)C(c3ccco3)C2)cc1 (stereo not given),?,-3.7%,0.0%,?,23.2%,22.2%,?,-23.7%,-13.6
O=C(NCC1CCCO1)c1ccc(OC2CCN(C(=O)C3CC3)CC2)cc1 (stereo not given),10.8%,-0.2%,-2.5%,i,5.6%[11.3 µM],-1.4%,9.1%,1.8%,28.0
O=C(CN1CCN(c2ccc(F)cc2)CC1)Nc1ccccc1C(=O)NCCc1ccccc1,-38.5%[inhibitor],-13.2%,?,i,3.2%,27.6%,-18.6%,-0.6%[9.24 µM],21.0
COc1ccc(C(=O)N2CCN(CCc3ccccn3)CC2)cc1,-8.9%,-7.1%&24.8%,3.0%&-4.9%,i,-17.4%&6.7%,0.0%,-2.9%,-3.3%,0.0
CC(C)(C)n1nnnc1C(c1cccnc1)N1CCN(C(=O)c2ccco2)CC1 (stereo not given),?,0.9%,-2.5%,i,-13.3%,3.7%,6.0%,12.6%,-0.3
O=S(=O)(/C=C/c1ccccc1)N1CCN(c2ccc(F)cc2)CC1,-1.5%,-10.6%,-17.1%,i,1.0%,3.1%,1.7%,-1.7%,-26.9

Screening results from PubChem.
